# tuberculosis growth: growth inhibition of non-replicating M. tuberculosis (AID 488890) | Mycobacterium tuberculosis non-replicating, growth inhibition; higher % means a stronger effect | one-dose inhibition, % at 25 µM; IC50 in µM for titrated hits | 320,000 tested, 0.39% active; in the data active = a potency from the dose series; inconclusive = inhibition mostly from about 82% at the one dose, without a potency; inactive = the rest, 99 in 100 with inhibition below about 76%;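 note: plate controls were DMSO cells for no effect and high antibiotic wells for full effect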
# inhibitors of VEEV: inhibitors of VEEV TC-83 cytopathic effect, confirmation, Vero cells (AID 588727); 350,000 tested, 0.13% active; Vero cells, VEEV TC-83 cytopathic effect inhibition; higher % means a stronger effect; one-dose inhibition, % at 20 µM; IC50 in µM for titrated hits; in the data active = a potency from the dose series; inconclusive = inhibition mostly from about 14% at the one dose, without a potency; inactive = the rest, 99 in 100 with inhibition below about 12%; note: strong numbers were not always called active
# H37Rv inhibition: M. tuberculosis growth inhibition, HTS (AID 449762); M. tuberculosis H37Rv growth inhibition, 7H9 media; higher % means a stronger effect; 330,000 tested, 0.59% active; inhibition, % at 25 µM, or IC50 in µM where a hit was titrated; in the data active = a potency from the dose series; inconclusive = inhibition above about 70% without an active follow-up result;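 note: bacterial growth assessed after seven days of incubation; strong numbers were not always called active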
# PhoP GFP inhibition: PhoP regulon inhibitors, Salmonella typhi PhoP promoter GFP reporter, confirmatory (AID 1850) | 310,000 tested, 0.33% active | Salmonella Typhi PhoP-promoter GFP reporter, fluorescence, 4 h; higher % means a stronger effect | inhibition, % at 50 µM, or IC50 in µM where a hit was titrated; in the data active = a potency from the dose series; inconclusive = inhibition mostly from about 25% at the one dose, without a potency; inactive = the rest, 99 in 100 with inhibition below about 19%;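 note: 0% = induced wells with vehicle and 100% = uninduced wells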
# H1N1 NS1A inhibition: H1N1 influenza NS1A inhibitors, functional cell based assay (AID 504329); one-dose inhibition, % at 12.5 µM; IC50 in µM for titrated hits; NS1A functional cell-based assay, percent inhibition; higher % means a stronger effect; 340,000 tested, 0.3% active; in the data active = a potency from the dose series; inconclusive = inhibition above about 27% without an active follow-up result; note: strong numbers were not always called active
# inhibitors of VEEV 10K pilot screen: second read-out of inhibitors of VEEV, no call of its own (marks repeat the call); inhibition, %; measured here: 10K pilot screen inhibition
# * = called active by the depositor; i = inactive; ? = inconclusive; · = not tested or not shown.
SMILES,tuberculosis growth,inhibitors of VEEV,H37Rv inhibition,PhoP GFP inhibition,H1N1 NS1A inhibition,others
CCn1c(=O)cc(SCC(=O)NCCCN2CCN(c3ccccc3F)CC2)c2ccccc21,20%,i,3%,7%,0%,
CN(c1ncc(C(F)(F)F)cc1Cl)N1C(=O)c2cccc([N+](=O)[O-])c2C1=O,3%,0.9%,10%,-11%,-4%,
Cc1ccc(C(=O)N2CCN(c3ccc(NC(=O)COc4ccccc4C)cc3)CC2)cc1,49%,6.6%,?,4%,11%,
Cc1ccc(/C(N)=N/OC(=O)CCC2CCCC2)cc1,47%,i,-8%,4%,-6%,
O=C(Cn1nnc2ccccc21)N1CCCCC1,2%,1.2%,-1%,-5%,-6%,
Cc1cc(=O)n2c(n1)OC(CO)C2 (stereo not given),-4%,i,-1%,-8%,-3%,
CCN(CC(=O)Nc1ccc(NC(C)=O)cc1)C(=O)CCCc1nc2ccccc2c(=O)[nH]1,-16%,1.7%,-1%,-4%,-12%,
C[C@]12CCC(=O)CC1CCC1C2CC[C@@]2(C)C1CC[C@@]21CCO1 (stereo not given in full),18%,i,1%,0%,18%,
COCCn1nnnc1CN1CCN(C(=O)c2ccco2)CC1,-10%,i,-2%,14%,1%,
CC(=O)N1c2ccc(S(=O)(=O)NCCC(=O)Nc3ncccc3C)cc2CC1C (stereo not given),-1%,1.5%,-1%,-7%,0%,
O=C(NCCN1CCOCC1)/C(=C\c1ccccc1F)NC(=O)c1ccccc1,-1%,3.1%,-10%,8%,-1%,
CCN1CCN(c2nc(Nc3ccc(NC(C)=O)cc3)nc(Nc3ccc(NC(C)=O)cc3)n2)CC1,5%,1.1%,5%,-1%,-9%,
Cc1ccc(C)c(OCc2cc(C(=O)N3CCN(C(=O)c4ccco4)CC3)no2)c1,0%,7.2%,2%,-4%,-10%,
O=C(CN1CCN(c2ccccc2)CC1)Nc1ccccc1Sc1ccccc1,16%,9.5%,12%,-3%,-6%,
O=[N+]([O-])c1ccc(Sc2cc[n+]([O-])c3ccccc23)c([N+](=O)[O-])c1,60%,?,16µM*,-3%,-15%,
CN(C)CCCNC(=O)c1cc(C(=O)c2ccc(F)cc2)c[nH]1,1%,0.6%,12%,-8%,-4%,
O=C(Cn1cc(C(=O)C2CC2)c2ccccc21)NC1CCCC1,0%,2.7%,-10%,3%,-5%,
CN1C(=O)CC[C@H]1c1cccnc1,15%,·,7%,7%,·,
CCc1nnc(NC(=O)CCC(=O)NC2CCCc3ccccc32)s1 (stereo not given),12%,2.4%,1%,-9%,-5%,
Cc1ccc(NC(=O)c2ccc(S(=O)(=O)N3CCCC3)cc2)cc1,26%,7.1%,3%,3%,-22%,
CCCc1cc(=O)oc2cc(OCC(=O)N3C[C@H]4C[C@@H](C3)c3cccc(=O)n3C4)ccc12,-9%,i,-6%,12%,-2%,
CCCN(CCC)S(=O)(=O)c1ccc(C(=O)Nc2nnc(CSC)o2)cc1,69%,12%,-10%,4%,-9%,
CC(/C=C1\SC(=S)N(NC(=O)c2ccc(O)cc2)C1=O)=C\c1ccccc1,10%,1.0%,4%,6%,-1%,
CCCCOc1ccc(C(=O)Nc2cccc(C)n2)cc1,40%,0.6%,-4%,-2%,4%,
CC(=O)N1CCOc2ccc(S(=O)(=O)NCc3ccccc3Cl)cc21,-6%,0.6%,1%,6%,-5%,
COc1ccc(-c2csc(NC(=S)NC(=O)/C=C/c3ccccc3)n2)cc1Br,18%,·,5%,-2%,·,
O=C(O)COCCN1CCN([C@H](c2ccccc2)c2ccc(Cl)cc2)CC1,12%,0.3%,11%,6%,0%,
O=C(NCCc1ccccc1F)[C@@H]1CSC2c3ccccc3C(=O)N21 (stereo not given in full),-14%,1.0%,-6%,2%,2%,
COCCNC(C(=O)Nc1ccc([N+](=O)[O-])cc1Br)c1ccccc1 (stereo not given),28%,2.5%,-3%,2%,10%,
C=CCn1c(SCc2ccc(C(=O)Nc3ccccc3)cc2)nnc1-c1ccccc1,-4%,5.0%,5%,-1%,4%,
CC(=O)Nc1c2c(nn1-c1ccccc1C)CS(=O)C2 (stereo not given),4%,0.7%,6%,-3%,-4%,
CCN1CCN(Cc2cc(C(C)(C)C)c(O)c(C(C)(C)C)c2)CC1,3.5µM*,·,-16%,0%,·,
Cc1ccc(C(=O)CC(=O)c2ccc(C)cc2O)cc1,?,3.7%,66%,5%,-4%,
O=C(COC(=O)/C=C/c1nc2ccccc2s1)Nc1ccccc1Oc1ccccc1,55%,0.4%,-2%,-3%,2%,
Cc1ccc(/C=C/c2nnc(-c3cccc(C)c3)o2)cc1,0%,2.8%,5%,-2%,-7%,
Cc1ccccc1-n1c(C)nnc1SCC(=O)N(C)C1CCS(=O)(=O)C1 (stereo not given),7%,0.9%,-7%,5%,-4%,
CCc1ccc(NC(=O)CC2C(=O)N(c3ccc(C)cc3)C(=O)N2CCc2ccncc2)cc1 (stereo not given),19%,3.7%,0%,-1%,-9%,
O=C(Nc1ccc(N2CCN(C(=O)c3ccc(Cl)cc3)CC2)cc1)c1ccc2c(c1)OCCO2,14%,2.0%,0%,6%,20%,
O=C(Nc1ccc(S(=O)(=O)Nc2ncccn2)cc1)c1ccc2ncsc2c1,26%,2.1%,-11%,19%,-7%,
CN(C)/C=C(\C#N)C(=O)N/N=C/c1ccccc1,3%,i,-12%,1%,14%,
Cc1cc(C)cc(OC(=O)N2CCOCC2)c1,3%,5.0%,2%,-1%,-1%,
CCC(=O)c1ccccc1OCCSc1nc(C)cc(=O)[nH]1,16%,0.1%,1%,-9%,1%,
COCCn1c(SCC(=O)Nc2cccnc2Cl)nc2cc(Cl)ccc2c1=O,9%,i,-1%,·,4%,
Cc1ccc2cc(CNC(C)(C)C)c(=O)[nH]c2c1,-3%,0.5%,1%,-1%,-4%,
COc1ccc(NC(=O)N(Cc2cc3ccc(OC)cc3[nH]c2=O)CC2CCCO2)cc1 (stereo not given),8%,11%,12%,-1%,-1%,
O=C(/C=C/c1ccco1)N1CCN(S(=O)(=O)c2ccccc2)CC1,11%,3.5%,-7%,·,-14%,
Cn1c2c(c(=O)n(C)c1=O)C(c1ccc(Br)cc1)C(C#N)=C(N)N2 (stereo not given),15%,2.6%,3%,-6%,-6%,
O=C(CCN1C(=O)C2C3C=CC(C3)C2C1=O)Nc1nccs1 (stereo not given),7%,0.6%,0%,-4%,5%,
CC(=O)Nc1ccc(NC(=O)CSc2nnc(NC(=O)C3CC(=O)N(c4ccccc4)C3)s2)cc1 (stereo not given),-5%,2.4%,-12%,-5%,-3%,
CCC(=O)N1CCN(c2ccc(NC(=O)c3cccs3)cc2)CC1,7%,i,-20%,-1%,0%,inhibitors of VEEV 10K pilot screen=2.0
# New compounds follow:
SMILES,tuberculosis growth,inhibitors of VEEV,H37Rv inhibition,PhoP GFP inhibition,H1N1 NS1A inhibition,others
COC(=O)/C=c1/s/c(=C(/C#N)C(=O)N2CCCCC2)n(-c2ccccc2)c1=O,-5%,i,-6%,2%,-1%,
CCC1Oc2ccc(C)cc2N(CC(=O)NCCN2CCCCCC2)C1=O (stereo not given),15%,i,5%,-14%,7%,
O=C(COC(=O)C1CC2CCCC(C1)C2=O)NNC(=O)c1ccccc1Br (stereo not given),2%,0.8%,-4%,·,-3%,
C/C(=N\N(C)C)c1ccc(OCCOc2ccc([N+](=O)[O-])cc2)cc1,43%,i,2%,-4%,13%,
CN(C)CCNC(=O)NC(=O)c1ccc(Cl)cc1,-14%,i,-12%,9%,4%,
O=C(Nc1cccnc1)c1ccc(Cl)c(S(=O)(=O)N2CCc3ccccc32)c1,13%,5.2%,2%,4%,-1%,
CC(C)COc1ccc(/C=C2/Sc3ccccc3C2=O)cc1,42%,0.2%,1%,12%,6%,
CCOc1ccc(OCCSc2nc3ccccc3c(=O)[nH]2)cc1,3%,1.1%,0%,-3%,20%,
Cc1cccc(N(CC(=O)NCc2ccc(F)cc2)C(=O)c2ccco2)c1,-18%,4.1%,3%,-10%,2%,
CC(C)NC(=O)N(C)C[C@H]1Oc2c(NS(=O)(=O)c3ccccc3)cccc2C(=O)N([C@H](C)CO)C[C@@H]1C,-5%,0.7%,-3%,·,-13%,

# Copied from the entries so far for reference:
SMILES,tuberculosis growth,inhibitors of VEEV,H37Rv inhibition,PhoP GFP inhibition,H1N1 NS1A inhibition,others
COC(=O)/C=c1/s/c(=C(/C#N)C(=O)N2CCCCC2)n(-c2ccccc2)c1=O,-5%,i,-6%,2%,-1%,
CCC1Oc2ccc(C)cc2N(CC(=O)NCCN2CCCCCC2)C1=O (stereo not given),15%,i,5%,-14%,7%,
O=C(COC(=O)C1CC2CCCC(C1)C2=O)NNC(=O)c1ccccc1Br (stereo not given),2%,0.8%,-4%,·,-3%,

# Some of these compounds in order of SMILES length, falling.
SMILES,tuberculosis growth,inhibitors of VEEV,H37Rv inhibition,PhoP GFP inhibition,H1N1 NS1A inhibition,others
CCN1CCN(c2nc(Nc3ccc(NC(C)=O)cc3)nc(Nc3ccc(NC(C)=O)cc3)n2)CC1,5%,1.1%,5%,-1%,-9%,
Cc1ccc(C(=O)N2CCN(c3ccc(NC(=O)COc4ccccc4C)cc3)CC2)cc1,49%,6.6%,?,4%,11%,
CCn1c(=O)cc(SCC(=O)NCCCN2CCN(c3ccccc3F)CC2)c2ccccc21,20%,i,3%,7%,0%,
O=C(Nc1cccnc1)c1ccc(Cl)c(S(=O)(=O)N2CCc3ccccc32)c1,13%,5.2%,2%,4%,-1%,
C[C@]12CCC(=O)CC1CCC1C2CC[C@@]2(C)C1CC[C@@]21CCO1 (stereo not given in full),18%,i,1%,0%,18%,
O=C(COC(=O)/C=C/c1nc2ccccc2s1)Nc1ccccc1Oc1ccccc1,55%,0.4%,-2%,-3%,2%,
O=C(Nc1ccc(S(=O)(=O)Nc2ncccn2)cc1)c1ccc2ncsc2c1,26%,2.1%,-11%,19%,-7%,
CCCN(CCC)S(=O)(=O)c1ccc(C(=O)Nc2nnc(CSC)o2)cc1,69%,12%,-10%,4%,-9%,
CN(C)CCCNC(=O)c1cc(C(=O)c2ccc(F)cc2)c[nH]1,1%,0.6%,12%,-8%,-4%,
CCC(=O)N1CCN(c2ccc(NC(=O)c3cccs3)cc2)CC1,7%,i,-20%,-1%,0%,inhibitors of VEEV 10K pilot screen=2.0
CCOc1ccc(OCCSc2nc3ccccc3c(=O)[nH]2)cc1,3%,1.1%,0%,-3%,20%,
CCC(=O)c1ccccc1OCCSc1nc(C)cc(=O)[nH]1,16%,0.1%,1%,-9%,1%,
Cc1ccc2cc(CNC(C)(C)C)c(=O)[nH]c2c1,-3%,0.5%,1%,-1%,-4%,
CN(C)CCNC(=O)NC(=O)c1ccc(Cl)cc1,-14%,i,-12%,9%,4%,
O=C(Cn1nnc2ccccc21)N1CCCCC1,2%,1.2%,-1%,-5%,-6%,

# Other records follow:
SMILES,tuberculosis growth,inhibitors of VEEV,H37Rv inhibition,PhoP GFP inhibition,H1N1 NS1A inhibition,others
COc1cccc(Nc2ncnc3c2cnn3-c2cccc(C)c2)c1,23%,2.3%,14%,-12%,24%,
Cc1ccc(-c2nn3c(C)nnc3c3ccccc23)cc1S(=O)(=O)NCCN1CCOCC1,1%,i,-2%,-2%,3%,
CCCCCCCC(=O)OC(CN1CCCCC1)CN1CCCC1=O (stereo not given),-1%,i,-10%,-9%,-3%,
CC(=O)c1cccc(NC(=O)N(c2ccccc2)c2ccccc2)c1,4%,i,7%,-5%,-1%,
COc1ccc(NC(=O)CSc2nc(=O)n(CCN(C)C)c3c2CCCC3)cc1,3%,1.7%,3%,4%,-4%,
Clc1ccc(Oc2ncnc3oc(-c4ccccc4)cc23)cc1,-6%,0.4%,-7%,3%,-22%,
COc1ccc(NC(=O)c2c[nH]c(=O)n(-c3ccc(C)c(C)c3)c2=O)cc1OC,·,9.2%,5%,-9%,6%,
Cn1c(=O)n(C)c2cc(NC(=O)c3cc4ccccc4o3)ccc21,24%,9.7%,7%,12%,9%,
O=C(O)c1cccc(S(=O)(=O)Nc2ccc(OCc3ccccc3)cc2)c1,7%,0.5%,5%,-5%,0%,
CC(C)c1ccc(-n2cnn(-c3ncccc3[N+](=O)[O-])c2=O)cc1,11%,0.2%,-1%,0%,-10%,
COc1cc(C=C2C(=O)NC(=O)NC2=O)ccc1OS(=O)(=O)c1ccccc1[N+](=O)[O-],38%,i,0%,7%,-7%,
Clc1ccc(-c2c[n+](Cc3ccc(Cl)cc3Cl)c3n2CCCCC3)cc1,?,0.3%,11%,-12%,2%,
C=CCn1c(SCC(N)=O)nc2scc(-c3ccc(C)o3)c2c1=O,24%,i,1%,-7%,11%,
COc1cccc(NC(=O)COC(=O)C2CC(=O)N(c3ccc(C)cc3)C2)c1 (stereo not given),-12%,0.6%,-3%,·,-5%,
COc1ccc(OCCCN(C)Cc2ccccc2)cc1,54%,0.5%,2%,-8%,20%,
